PAD4 FP inh = human PAD4 inhibitors, primary screen, biochemical, fluorescence polarization, 1536-well format | inhibition, % at 6.36 µM | hit rate 0.41% among 330,000 | AID 485272, 2010 | recombinant PAD4, RCA probe fluorescence polarization;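 active = percent inhibition above a cutoff equal to the mean of all tested compounds plus 3 SD, cut at about 15% in these data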;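 also: 0% = PAD4 with RCA probe and DMSO and 100% = probe without PAD4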
PAFAH2 FP inh = PAFAH2 enzyme inhibitors, primary screen, biochemical, fluorescence polarization, human | inhibition, % at 3.39 µM | Platelet-activating factor acetylhydrolase 2, cytoplasmic (Homo sapiens), Q99487 | recombinant PAFAH2, FP-rhodamine activity probe | hit rate 0.99% among 340,000 | AID 492956, 2010;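 active = inhibition above the mean over all tested compounds plus 3 SD, cut at about 30% in these data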;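 also: inhibitors block probe labeling of enzyme so polarization drops; 0% = enzyme with DMSO and 100% = wells lacking PAFAH2 protein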
GSTO1 inh = inhibitors of recombinant GSTO1, primary screen, counter-screen for RBBP9 inhibitor project, biochemical, fluorescence polarization | Glutathione S-transferase omega-1 (Homo sapiens), P78417 | activity-based probe fluorescence polarization | inhibition, % at 5.96 µM | hit rate 1.1% among 300,000;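 active = inhibition above the campaign mean inhibition plus 3 SD, cut at about 35% in these data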;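 also: 0% = GSTO1-1 with DMSO and 100% = wells lacking GSTO1-1 enzyme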
Target sequence (P78417 whole entry, looked up): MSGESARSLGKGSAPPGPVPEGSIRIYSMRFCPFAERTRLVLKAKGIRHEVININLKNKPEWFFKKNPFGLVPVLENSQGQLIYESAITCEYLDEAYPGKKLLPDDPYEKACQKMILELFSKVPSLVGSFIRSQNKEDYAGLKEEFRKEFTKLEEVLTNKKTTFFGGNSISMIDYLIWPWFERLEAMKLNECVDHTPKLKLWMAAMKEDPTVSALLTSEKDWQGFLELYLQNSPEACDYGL
pPAFAH FP inh = pPAFAH enzyme inhibitors, primary screen, biochemical, fluorescence polarization, human; Platelet-activating factor acetylhydrolase (Homo sapiens), Q13093; hit rate 1.5% among 330,000; inhibition, % at 3.39 µM; recombinant pPAFAH, FP-rhodamine probe fluorescence polarization;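 active = inhibition above the mean inhibition across the screen plus 3 SD, cut at about 25% in these data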;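 also: inhibitors block binding of the rhodamine activity-based probe so polarization drops; 0% = enzyme with DMSO and 100% = wells lacking pPAFAH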
PAFAH1B3 FP inh = PAFAH1B3 enzyme inhibitors, primary screen, biochemical, fluorescence polarization, human; recombinant PAFAH1B3, FP-rhodamine probe; inhibition, % at 3.39 µM; hit rate 0.28% among 340,000; AID 492972, 2010;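 active = inhibition above the screen-wide average of all tested compounds plus 3 SD, cut at about 25% in these data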;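 also: 0% = enzyme with DMSO only and 100% = wells lacking PAFAH1B3 protein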
Target sequence (Q15102 whole entry, looked up): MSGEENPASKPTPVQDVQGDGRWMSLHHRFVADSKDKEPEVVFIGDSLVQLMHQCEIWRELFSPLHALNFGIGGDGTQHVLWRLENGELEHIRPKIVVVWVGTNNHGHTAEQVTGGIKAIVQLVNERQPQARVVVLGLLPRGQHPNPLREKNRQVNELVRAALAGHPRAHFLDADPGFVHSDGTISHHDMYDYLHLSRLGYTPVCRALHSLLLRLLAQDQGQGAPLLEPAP
Fam108B inh = mouse Fam108B serine hydrolase inhibitors, primary screen, counter-screen for RBBP9 inhibitor project, biochemical, fluorescence polarization | AID 1947, 2009 | inhibition, % at 9.51 µM | recombinant Fam108B, FP-Rh probe fluorescence polarization | hit rate 0.33% among 300,000;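 active = inhibition above the screen mean inhibition plus 3 SD, computed separately per campaign, cut at about 18% in these data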;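 also: inhibitors lower polarization as less probe binds the enzyme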
LYPLA1 inh = LYPLA1 inhibitors, primary screen, counter-screen for PME1 inhibitor project, biochemical, fluorescence polarization, FP-Rh probe ABPP | inhibition, % at 5.9 µM | hit rate 0.16% among 320,000 | Acyl-protein thioesterase 1 (Homo sapiens), O75608 | recombinant LYPLA1;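 active = inhibition above the mean of all tested compounds plus 3 SD, set per campaign, cut at about 14% in these data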;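 also: inhibitors block serine hydrolase probe labeling of LYPLA1 so polarization falls; 0% = enzyme with DMSO and 100% = wells lacking LYPLA1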
PAFAH1B2 inh = PAFAH1B2 enzyme inhibitors, primary screen, biochemical, fluorescence polarization, human; inhibition, % at 3.39 µM; hit rate 1.2% among 340,000; Platelet-activating factor acetylhydrolase IB subunit alpha2 (Homo sapiens), P68402; recombinant PAFAH1B2, FP-rhodamine activity probe;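 active = inhibition above the mean of all tested compounds plus 3 SD, cut at about 24% in these data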;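 also: 0% = enzyme with DMSO and 100% = wells lacking PAFAH1B2; many of its hits are not listed in these tables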
PME-1 inh = PME-1 inhibitors via competitive probe labeling, primary screen, biochemical, fluorescence polarization, FP-Rh probe, HTS; Protein phosphatase methylesterase 1 (Homo sapiens), Q9Y570; inhibition, % at 5.9 µM; hit rate 0.53% among 320,000; recombinant PME-1;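 active = inhibition above the campaign mean of all compounds plus 3 SD, cut at about 26% in these data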;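 also: competitive labeling of PME-1 active site by serine hydrolase directed probe; 0% = PME-1 with DMSO and 100% = wells lacking PME-1 enzyme; inhibitors block probe labeling so polarization falls and inhibition rises; many of its hits are not listed in these tables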
Target sequence (Q9Y570 whole entry, looked up): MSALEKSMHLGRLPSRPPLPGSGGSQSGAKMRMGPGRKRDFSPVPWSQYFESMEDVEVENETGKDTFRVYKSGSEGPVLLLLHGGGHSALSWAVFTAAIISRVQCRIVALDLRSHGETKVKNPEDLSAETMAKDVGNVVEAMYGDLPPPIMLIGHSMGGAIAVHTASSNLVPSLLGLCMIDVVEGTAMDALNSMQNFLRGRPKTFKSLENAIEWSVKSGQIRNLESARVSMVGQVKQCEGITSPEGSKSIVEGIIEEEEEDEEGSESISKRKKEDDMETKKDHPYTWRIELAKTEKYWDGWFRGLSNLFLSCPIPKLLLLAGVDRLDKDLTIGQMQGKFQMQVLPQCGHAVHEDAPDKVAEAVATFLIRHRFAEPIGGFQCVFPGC
* hit, by the source's call; . = no result given. Not all compounds are listed. The share of hits here may be higher or lower than overall.

smiles,PAD4 FP inh,PAFAH2 FP inh,GSTO1 inh,pPAFAH FP inh,PAFAH1B3 FP inh,Fam108B inh,LYPLA1 inh,PAFAH1B2 inh,PME-1 inh
COc1cc(C2C(C(=O)c3ccco3)=C(O)C(=O)N2Cc2cccnc2)cc(OC)c1OC (centres undefined),-2,-4,-4,1,-5,4,2,-2,-2
CCOc1ccc(S(=O)(=O)NCCC(=O)NCCOc2ccccc2)cc1,-5,-2,6,5,-6,-5,0,4,-2
Cc1ccc(/C=N/NC(=O)c2nnn(-c3nonc3N)c2-c2ccc3c(c2)OCO3)s1,-1,-5,7,0,2,-1,-2,5,1
CCCCc1nc2cc(C(=O)N3CCCCC3CCNC(C)=O)ccc2o1 (centres undefined),-1,2,0,5,10,2,-1,-4,0
Cc1cc(C)c2nc(SCC(=O)NCCC3=CCCCC3)cc(C)c2c1,-2,4,1,-5,-3,0,6,1,-1
O=C(CNC(=O)c1cccs1)OCC(=O)c1cccs1,2,-1,10,0,8,2,-3,4,-5
COc1ccc(NC(=O)c2cccc(OS(=O)(=O)N(C)C)c2)cc1,-5,-2,3,1,-6,-3,-3,4,-6
O=C(NCC(=O)N1CCC2(CC1)NCCc1[nH]cnc12)c1ccc(Br)cc1,-5,2,0,0,-1,0,2,1,0
CC(OC(=O)c1ccccc1O)C(=O)Nc1cccc(Cl)c1 (centres undefined),-1,-1,5,1,3,6,4,0,7
CC(=O)c1cccc(NC(=O)CN2C(=S)NC(C)(C)CC2C)c1 (centres undefined),0,-7,-3,7,0,-2,3,4,2
Fc1ccc(-c2cc(C(F)(F)F)nc(-n3cccn3)n2)cc1,0,4,-7,5,2,1,-4,6,0
CCN(c1ccccc1)S(=O)(=O)c1cccc(C(=O)NCC(c2ccco2)N2CCCC2)c1 (centres undefined),1,-1,-4,10,-5,2,-2,-1,2
COc1ccc(/C=C/c2ccc3cccc(O)c3n2)cc1Br,2,-3,8,-3,-1,1,-2,4,5
COc1ccc(CCNC(=O)C2CCN(S(=O)(=O)N3CCCCC3)CC2)cc1OC,1,9,0,1,2,2,3,-1,1
CN(C)c1ccc(C(=S)N2CCN(Cc3ccccc3)CC2)cc1,0,1,-3,3,14,9,0,3,-9
Cc1ccccc1-c1noc(CCC(=O)NC2CCCCC2)n1,-2,-1,0,8,3,-1,3,-2,8
O=C(CN1C2CCCC1CC(NC(=O)c1ccccc1)C2)NC1CC1 (centres undefined),2,10,3,4,7,6,0,10,2
O=C(Nc1ccccn1)C12CC3CC(CC(C3)C1)C2,-2,10,8,5,8,2,3,10,3
CCOC(=O)CSc1nnc(-c2nnc(SCC(=O)OCC)n2CC)n1CC,-6,-9,0,-9,5,-3,0,0,-1
Cn1c(-c2ccco2)n[nH]c1=S,-1,-4,26,0,1,2,-1,0,-1
CCOC(=O)C1(Cc2ccccc2C)CCCN(C(=O)CSC)C1 (centres undefined),1,2,5,4,4,-2,3,3,1
COc1cc(OC)cc(C(=O)NC(C(=O)NNC(=O)c2cc(Cl)ccc2OC)C(C)C)c1 (centres undefined),2,-3,.,1,6,.,0,-2,3
COc1ccc(N2C(=O)C(CC(=O)Nc3ccccc3)N(Cc3ccc(OC)c(OC)c3)C2=O)cc1 (centres undefined),-6,2,3,3,-10,0,-1,-4,1
Cc1ccc(CN(C(=O)c2cc(=O)c3cc(C)cc(C)c3o2)C2CCS(=O)(=O)C2)cc1 (centres undefined),0,.,-7,2,.,2,-1,.,9
Cc1ccc(Cn2c(C(C)Nc3nc(-c4ccc(F)cc4)cs3)nc3cc(Cl)c(Cl)cc32)cc1 (centres undefined),-2,-6,8,0,2,-2,0,-4,-3
O=C(Nc1ccccc1F)c1ccncc1,1,-1,-2,-4,7,-1,-3,-3,3
CCCc1[nH]c2ccc(C(=O)OC)cc2c1CCC,-3,5,1,-2,4,3,0,-1,2
N#Cc1cc2ccccc2nc1SCC(=O)Nc1ccccc1N1CCOCC1,3,-2,5,7,-7,-8,-2,6,30*
O=C(c1ccccc1F)N1C(=O)c2cccc3cccc1c23,2,-6,3,7,5,0,-2,4,1
CCS(=O)(=O)c1ccc(C(=O)NC)c(Cl)c1Cl,4,4,1,5,7,1,-3,0,-2

Arranged by SMILES length (highest first): 12 of the compounds above
smiles,PAD4 FP inh,PAFAH2 FP inh,GSTO1 inh,pPAFAH FP inh,PAFAH1B3 FP inh,Fam108B inh,LYPLA1 inh,PAFAH1B2 inh,PME-1 inh
COc1ccc(CCNC(=O)C2CCN(S(=O)(=O)N3CCCCC3)CC2)cc1OC,1,9,0,1,2,2,3,-1,1
COc1ccc(NC(=O)c2cccc(OS(=O)(=O)N(C)C)c2)cc1,-5,-2,3,1,-6,-3,-3,4,-6
CC(=O)c1cccc(NC(=O)CN2C(=S)NC(C)(C)CC2C)c1 (centres undefined),0,-7,-3,7,0,-2,3,4,2
O=C(CN1C2CCCC1CC(NC(=O)c1ccccc1)C2)NC1CC1 (centres undefined),2,10,3,4,7,6,0,10,2
Fc1ccc(-c2cc(C(F)(F)F)nc(-n3cccn3)n2)cc1,0,4,-7,5,2,1,-4,6,0
CN(C)c1ccc(C(=S)N2CCN(Cc3ccccc3)CC2)cc1,0,1,-3,3,14,9,0,3,-9
CC(OC(=O)c1ccccc1O)C(=O)Nc1cccc(Cl)c1 (centres undefined),-1,-1,5,1,3,6,4,0,7
COc1ccc(/C=C/c2ccc3cccc(O)c3n2)cc1Br,2,-3,8,-3,-1,1,-2,4,5
Cc1ccccc1-c1noc(CCC(=O)NC2CCCCC2)n1,-2,-1,0,8,3,-1,3,-2,8
CCS(=O)(=O)c1ccc(C(=O)NC)c(Cl)c1Cl,4,4,1,5,7,1,-3,0,-2
CCCc1[nH]c2ccc(C(=O)OC)cc2c1CCC,-3,5,1,-2,4,3,0,-1,2
Cn1c(-c2ccco2)n[nH]c1=S,-1,-4,26,0,1,2,-1,0,-1

New compounds follow
smiles,PAD4 FP inh,PAFAH2 FP inh,GSTO1 inh,pPAFAH FP inh,PAFAH1B3 FP inh,Fam108B inh,LYPLA1 inh,PAFAH1B2 inh,PME-1 inh
CCOC(=O)c1sc(=NC(=O)c2c(F)cccc2F)n(C)c1C,5,1,7,-6,5,-1,-1,5,-7
CC(C)CSc1ncnc2c1oc1nc3c(cc12)COC(C)(C)C3,4,1,0,4,-1,-4,1,3,-6
COC(=O)c1ccc(COn2c(=O)c(C)[n+]([O-])c3ccccc32)cc1,-5,-1,5,0,-1,0,-1,4,4
CCc1nn2c(=O)cc(COc3ccc(NC(=O)c4ccco4)cc3)nc2s1,-10,-2,-6,-4,2,-3,-6,-3,-9
c1ccc(C[n+]2cccc(-c3ccccc3)c2)cc1,0,11,-1,3,-4,0,1,-2,-2
CCC(C)NC(=O)CN(c1ccc(OC)cc1)S(=O)(=O)c1ccccc1 (centres undefined),2,4,-12,4,5,-1,3,1,-5
O=C(O)CC1(CC(=O)N2CCN(CCO)CC2)CCCC1,-1,3,1,9,7,2,-1,8,0
Cc1ccc(-n2c(C)c(C)c3c(NCCO)ncnc32)cc1,-5,16,2,6,5,1,0,1,0
O=C(COc1ccccc1)Nc1nnc(-c2ccccc2Cl)o1,-2,-8,9,-2,10,2,-1,7,3
O=C(c1ccco1)N1CCN(c2ccnc3cc(Cl)ccc23)CC1,-2,2,-3,-1,3,1,-2,2,-1
Cc1c(CC(=O)NCCC(C)C)c(=O)oc2cc3c(cc12)CCC(C)(C)O3,1,-6,1,-1,6,4,-4,7,8
O=C(NCCCN1CCOCC1)c1ccc2c(c1)N(Cc1ccc(F)cc1)CCS2,-3,6,-3,5,15,7,2,4,0
Cc1ccc(S(=O)(=O)N2CCCCC2)cc1NC(=O)c1ccc(Cl)nc1,-2,2,.,5,-2,.,-3,-5,2
c1ccc(Nc2nc(N3CCNCC3)nc(N3CCOCC3)n2)cc1,-1,3,0,2,8,4,0,0,1
CO/N=C(/CS(=O)Cc1ccccc1Cl)c1ccc(Cl)cc1Cl (centres undefined),6,-5,0,-2,4,1,2,0,5
C=CCn1c(-c2oc3nc(-c4ccccc4)cc(-c4ccccc4)c3c2N)n[nH]c1=S,-4,1,8,5,1,5,-3,1,0
O=C(Nc1nnc(CCc2ccccc2)s1)c1ccc(F)cc1,-2,1,-4,-2,-3,3,0,4,0
Cc1ccc(NC(=O)Cn2c([N+](=O)[O-])cnc2C)cc1,3,3,0,1,4,2,-2,0,-9
CC(=O)N[C@@H]1c2c(ccc3ccccc23)OC[C@@H]1COC(C)=O,0,.,2,-3,.,-1,-3,.,-4
NC(=O)C1CC(=O)N(c2ccc(OCc3ccc([N+](=O)[O-])cc3)cc2)C1 (centres undefined),-2,-10,-3,-1,-1,-2,1,0,-8
COC(=O)c1ccc(S(=O)(=O)c2ccc([N+](=O)[O-])cc2)cc1,-2,-2,2,5,6,3,1,14,3
N=C1/C(=C/c2ccc(-c3cccc(C(=O)O)c3)o2)C(=O)N=C2SC=C(c3ccccc3)N12,-12,32*,-24,50*,27*,37*,-18,26*,-12
CCOC(=O)C1=C(COC(=O)COc2ccc(OCC)cc2)NC(=O)NC1C (centres undefined),-4,1,9,4,2,2,-1,-2,-5
CC(=O)c1ccc(NC(=O)Nc2ccc3c(c2)nc(C)n3C)cc1,-3,3,14,1,-1,0,4,3,-4
O=C1c2ccccc2C(=O)C1(CO)c1ccc(OC(F)F)cc1,0,6,2,3,13,2,0,10,-6
CCOc1ccc(-c2nnc(-c3snc(-c4ccc(F)cc4)c3N=CN(C)C)o2)cc1,3,-1,0,2,-3,-1,-2,4,-4
O=C(Nc1ccccc1F)C1CCN(C(=O)NCc2ccccc2)CC1,-3,0,7,2,4,1,2,5,2
CSc1ncc(F)c(N(CCO)CCO)n1,-3,3,-2,3,6,1,0,-2,4
CC(=O)Nc1ccc(NC(=O)Cc2sc(-c3cccnc3)nc2-c2ccc(C)cc2)cc1,-5,-5,14,7,14,4,-1,1,4
